Bioassay records deposited in PubChem BioAssay by several laboratories.
TLR9-MyD88 block: inhibitors of TLR9-MyD88 association in cells, primary screen, cell-based, CHO, BLA complementation, fluorescence. CCF4 FRET ratio. Toll-like receptor 9 (Homo sapiens) + Myeloid differentiation primary response protein …. inhibition, % at 4.98 µM. hit rate 0.21% among 340,000;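 active = inhibition above the mean over all tested compounds plus 3 SD, cut at about 21% in these data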;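 also: 0% = DMSO only wells and 100% = clavulanate BLA inhibitor control wells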
HTR2A ag: mouse Htr2a agonists via beta-arrestin recruitment, primary screen, cell-based, luminescence; 5-hydroxytryptamine receptor 2A (Mus musculus), P35363; CHO-K1 mHTR2A beta-arrestin complementation; percent of 30 µM serotonin response; activation, % at 7.6 µM; hit rate 0.66% among 360,000;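 active = activation above a run cutoff, the mean activation of all tested compounds plus 3 SD, cut at about 14% in these data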;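 also: 0% = plate median of compound wells and 100% = 30 µM serotonin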
NCOA2 inhibitor: inhibition of GAL4-SRC2 driven luciferase reporter, primary screen, SRC2 inhibitor project, cell-based, luminescence; HEK293 GAL4-SRC2 luciferase reporter; inhibition, % at 9 µM; hit rate 0.17% among 370,000;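 active = inhibition above the mean inhibition of all tested compounds plus 3 SD, set per campaign, cut at about 52% in these data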;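 also: 0% = DMSO treated cells and 100% = cells given Gossypol at 36 µM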
Target sequence (Q15596 whole entry, looked up, the tested form may be a part): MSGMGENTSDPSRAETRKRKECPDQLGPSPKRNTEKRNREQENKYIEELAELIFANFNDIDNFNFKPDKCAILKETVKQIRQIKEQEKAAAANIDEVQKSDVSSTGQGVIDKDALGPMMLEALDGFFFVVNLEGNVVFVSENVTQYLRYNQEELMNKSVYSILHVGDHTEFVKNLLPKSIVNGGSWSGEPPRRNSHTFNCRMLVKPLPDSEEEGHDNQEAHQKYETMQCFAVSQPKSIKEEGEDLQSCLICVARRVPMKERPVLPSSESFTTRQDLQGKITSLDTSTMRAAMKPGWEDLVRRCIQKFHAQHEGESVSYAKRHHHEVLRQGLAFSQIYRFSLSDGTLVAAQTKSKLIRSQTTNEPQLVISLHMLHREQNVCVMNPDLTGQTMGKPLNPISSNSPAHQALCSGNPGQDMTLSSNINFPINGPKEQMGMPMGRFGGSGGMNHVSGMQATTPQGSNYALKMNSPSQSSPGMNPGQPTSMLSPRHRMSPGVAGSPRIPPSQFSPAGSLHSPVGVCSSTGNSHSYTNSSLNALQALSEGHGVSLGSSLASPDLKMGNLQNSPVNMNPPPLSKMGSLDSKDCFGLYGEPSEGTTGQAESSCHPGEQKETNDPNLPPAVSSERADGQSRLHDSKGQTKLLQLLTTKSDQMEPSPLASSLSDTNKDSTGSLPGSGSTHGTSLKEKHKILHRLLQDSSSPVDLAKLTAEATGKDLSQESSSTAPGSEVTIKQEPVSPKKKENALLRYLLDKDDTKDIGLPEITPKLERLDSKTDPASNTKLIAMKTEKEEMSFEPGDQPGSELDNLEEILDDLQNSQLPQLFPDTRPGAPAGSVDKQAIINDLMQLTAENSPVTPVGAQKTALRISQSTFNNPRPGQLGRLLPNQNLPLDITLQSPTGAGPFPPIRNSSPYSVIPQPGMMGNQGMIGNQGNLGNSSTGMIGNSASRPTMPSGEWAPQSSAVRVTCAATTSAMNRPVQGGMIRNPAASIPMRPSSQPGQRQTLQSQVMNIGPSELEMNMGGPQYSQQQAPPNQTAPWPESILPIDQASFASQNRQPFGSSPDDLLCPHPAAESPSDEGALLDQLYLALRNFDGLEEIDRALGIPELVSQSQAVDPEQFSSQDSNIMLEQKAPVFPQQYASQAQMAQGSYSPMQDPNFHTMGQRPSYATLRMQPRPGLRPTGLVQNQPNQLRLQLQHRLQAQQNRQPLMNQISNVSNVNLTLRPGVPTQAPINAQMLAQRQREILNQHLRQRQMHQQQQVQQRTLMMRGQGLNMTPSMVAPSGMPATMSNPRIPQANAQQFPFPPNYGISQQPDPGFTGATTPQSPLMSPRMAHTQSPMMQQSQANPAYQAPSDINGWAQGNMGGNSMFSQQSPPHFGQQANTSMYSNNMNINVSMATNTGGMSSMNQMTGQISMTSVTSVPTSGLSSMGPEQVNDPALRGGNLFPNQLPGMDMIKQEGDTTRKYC
ABCB6 inh 2: ABCB6 transporter inhibitors, primary screen, K562-ABCB6 cells, flow cytometry, MLPCN library; K562-ABCB6 porphyrin accumulation, 1 h; stronger effect = lower value; fluorescence ratio to DMSO, % at 10 µM; hit rate 0.19% among 360,000;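 active = fluorescence ratio to DMSO below 75%, the collection mean minus 3 SD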;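 also: signal is porphyrin accumulated inside mitochondria; 100% equals median channel fluorescence of DMSO control wells; lower ratio means ABCB6 inhibition with less porphyrin fluorescence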
Glyco luc inh: increase of ERlucT glycosylation luciferase signal, primary screen, N-linked glycosylation inhibitor project, D54 ERlucT cells, luminescence, set 2; D54 ERlucT glycosylation luciferase reporter, 24 h; percent of 100 nM tunicamycin response; reporter increase, % at 12.5 µM; hit rate 0.23% among 360,000;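 active = mean luciferase reporter signal, scaled so untreated is 0 and the glycosylation-blocking control 100, at or above a set limit in every replicate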;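 also: luciferase carries N-glycosylation sites so blocking glycosylation raises the light; 0% = median of neutral control wells and 100% = median of 100 nM tunicamycin wells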
MC4R antagonist: MC4R antagonists of cAMP signaling, primary screen, cell-based, TR-FRET, antagonist arm of biased-ligand search; Melanocortin receptor 4 (Homo sapiens), P32245; hit rate 0.48% among 360,000; MC4R-expressing cells, MTII-stimulated cAMP, LANCE TR-FRET; AID 540295, 2011; inhibition, % at 6.5 µM;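 active = inhibition above its plate's cutoff, the mean of tested wells on that plate plus 3 SD, cut at about 29% in these data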;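 also: 0% = Melanotan II alone and 100% = Melanotan II plus saturating MCL0020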
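system = U2OS cells with stable human MC4R expression | also added = Melanotan II challenge after compound preincubation | dosing = one concentration, 6.5 µM nominal | incubation = compound 30 min, challenge 1 h, detection 1 h | measured by = TR-FRET with Eu-cAMP and labeled anti-cAMP, 671 nm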
NOD2-RIPK2 inh: NOD2-RIPK2 binding disruptors in cells, primary screen, fluorescence, CHO cells, BLA complementation; hit rate 0.38% among 360,000; Receptor-interacting serine/threonine-protein kinase 2 (Homo sapiens), O43353; inhibition, % at 4.98 µM; CCF4 ratio; AID 624267, 2012; in the data active = inhibition above about 21%;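 also: 0% = vehicle only and 100% = reference blocker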
MC4R ag barr: MC4R agonists recruiting beta-arrestin, primary screen, cell-based, luminescence, agonist arm of biased-ligand search. U2OS MC4R beta-arrestin complementation; percent of melanotan II response, DMSO zero. activation, % at 8.9 µM. hit rate 0.98% among 360,000;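 active = activation above a per-plate cutoff, the mean activation of sample wells on that plate plus 3 SD, cut at about 8% in these data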
Cardio protect: cardioprotection against H2O2-induced cell death, primary screen, uHTS, H9c2 cells, ATPLite luminescence | AID 588492, 2011 | H9c2 cardiomyocytes, H2O2 injury protection, 2 h | hit rate 0.63% among 360,000 | protection from H2O2 cell death, % at 20 µM;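 active = compounds giving at least 50% protection of heart cells from peroxide-induced death in the single-dose screen, raw or plate-pattern-corrected value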;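 also: 0% = DMSO wells with peroxide and 100% = DMSO wells without peroxide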
ABHD5 PLIN5 PPI: ABHD5-PLIN5 interaction inhibitors, primary screen, cell lysate, split luciferase complementation, luminescence. Split G. princeps luciferase complementation, 4 h. inhibition, % at 4 µM. hit rate 0.78% among 360,000. AID 602281, 2012;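 active = inhibition above the mean inhibition across every tested compound plus 3 SD, cut at about 22% in these data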;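 also: 0% = DMSO only wells and the 100% control is not disclosed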
Active calls of the source: *; / = not tested or not shown. Only part of the results is shown; count on the stated rates, not on these rows.

Molecule,TLR9-MyD88 block,HTR2A ag,NCOA2 inhibitor,ABCB6 inh 2,Glyco luc inh,MC4R antagonist,NOD2-RIPK2 inh,MC4R ag barr,Cardio protect,ABHD5 PLIN5 PPI
CCC(=O)Nc1c2c(nc3c1CCC3)CCCC2,-3,0,-5,90,2,0,-5,-0.4,4,-1
O=C1c2ccccc2C(c2nnnn2Cc2ccccc2)N1Cc1ccc(F)cc1 (configuration not stated),/,-5,-21,96,/,/,3,/,/,6
O=C(NCCCN1CCOCC1)c1cc(S(=O)(=O)N2CCN(c3ccccc3)CC2)ccc1Cl,-2,-4,6,96,-2,2,11,-2.7,-2,7
Cc1c(Cl)cccc1Nc1nc(N)nc(CSc2ncccn2)n1,-4,-3,-45,91,3,-5,-3,-1.7,1,-2
CC(OC(=O)Cc1ccc(F)cc1)C(=O)NCc1ccc2c(c1)OCO2 (configuration not stated),-1,-9,-16,99,0,9,2,-2.7,-1,-2
COC(=O)CCCn1cc(CN2CC(N3CCN(Cc4cccc(C)c4)CC3)CS2(=O)=O)nn1 (configuration not stated),/,-2,-36,101,/,/,-13,/,/,-1
Nc1c(C(=O)NCc2cccnc2)sc(=S)n1-c1ccccc1,3,5,2,93,1,-2,-8,0.1,0,2
COc1ccc(O)c(/C=N/NC(=S)Nc2cccc(S(=O)(=O)N(C)C)c2)c1,26*,3,26,99,-7,-11,25*,-2.2,38,2
CCN1CCN(C(=O)c2ccc(CS(=O)Cc3ccc(C)cc3)o2)CC1 (configuration not stated),-6,1,0,105,0,0,1,-0.8,-2,-5
COc1ccccc1N(CC(=O)NC1CCCC1)C(=O)CCC(=O)Nc1ccccn1,-6,2,-8,99,-1,0,-5,-0.3,2,-5
c1ccc(CCCN2CCN(c3ccccn3)CC2)cc1,-9,-1,-2,98,2,5,-6,0.1,-2,-4
CCOC(=O)c1cnc2scnn2c1=O,-3,4,-2,99,0,-4,-1,-0.9,7,-2
O=C(c1sccc1-c1ccccc1)N1CCN(S(=O)(=O)c2ccccc2)CC1,3,5,-5,94,-3,25,-5,-1.4,-5,14
Cc1cccc(C)c1OCc1nnc(SCC(=O)Nc2ccc(N3CCOCC3)cc2)o1,0,-6,-12,99,0,8,-2,3.8,-6,-4
O=C(c1ccc(Nc2cccc(C(F)(F)F)c2)nc1)N1CCCC1,4,-1,-20,97,0,11,-12,-1.4,1,-1
CCc1nn(CC(=O)NCCCN2CCOCC2)c(=O)c2cc3cc(F)ccc3n12,-7,1,2,94,2,4,-9,-0.8,-2,21
CN(C)c1nc(N)nc(CSc2ccccn2)n1,5,1,-2,99,0,5,4,-1.9,3,0
CCOc1ccc(Oc2nc(N(CC)CC)nc(N3CCOCC3)n2)nn1,-2,6,-45,96,6,2,-1,0.5,1,3
CCCCn1nnnc1C1(C)CCC(=O)N1C1CC1 (configuration not stated),/,-1,-40,101,/,/,0,/,/,5
COCCNC(=O)CCCN1C(=O)c2ccccc2Sc2ncccc21,-1,2,-1,102,-1,4,-2,-0.5,5,-11
Cc1ccc(NC(=O)Cc2cn(C)c3ccccc23)cc1F,6,-5,-27,100,-1,-5,1,2.7,9,12
COc1ccc2c(C)cc(SCC(=O)NC3CCCC3)nc2c1,3,-3,12,92,-1,1,-6,-2.0,1,-3
COc1ccc(C2C3C(C)=NN=C3CC(C)(O)C2C(C)=O)cc1 (configuration not stated),0,-3,15,96,1,6,-5,-1.1,-2,-1
CCCCOc1ccc(CNn2c(C)nc3ccccc3c2=O)cc1,-3,1,4,93,0,15,3,1.6,-4,-1
Cc1ccc(S(=O)(=O)Nc2nc3c(s2)C(=O)CC(C)(C)C3)cc1,2,2,-17,99,2,-1,-8,2.0,-4,10
COc1ccc(CCNC(=O)N[C@@H](Cc2ccccc2)C(=O)O)cc1,-2,-4,10,103,2,4,1,-0.1,4,9
O=C(C1CCCN1S(=O)(=O)c1ccc(Br)cc1)N1CCOCC1 (configuration not stated),-2,-1,13,99,2,4,2,-2.6,18,4
CSc1ncnc2sc(C)c(C)c12,4,1,7,94,1,-13,-10,0.1,-1,2
O=C(NC1CCCC1)C(c1ccccc1)n1c(-c2cccc3ccccc23)nc2ccccc21 (configuration not stated),/,1,-18,/,/,/,0,/,/,5
CC1CN(C(=O)c2ccc(NS(=O)(=O)c3ccc(C(C)(C)C)cc3)cc2)CC(C)O1 (configuration not stated),-6,-5,-38,94,-1,6,-8,-4.7,-4,-3
CCCOC(=O)c1ccc(NC(=O)CSC2=Nc3ccccc3C3CC=NN23)cc1 (configuration not stated),-5,1,-6,106,2,15,1,3.3,0,-6
COc1ccc(S(=O)(=O)N(C)CC(=O)NCc2ccco2)cc1,9,-3,-10,100,2,7,4,-1.2,-1,15
Cc1c(CC(=O)O)c(=O)oc2c(C)c(OCc3ccc(F)cc3Cl)ccc12,-3,2,-34,93,1,13,-2,-1.2,4,-4
CN=c1oc2ccc(Cl)cc2cc1C(N)=O,7,-6,-1,104,1,-4,4,-0.3,0,-4
CCOc1ccc(S(=O)(=O)NC(Cc2c[nH]c3ccccc23)C(=O)O)cc1 (configuration not stated),0,1,4,97,-1,-2,3,-0.2,7,0
O=C(Nc1cc(C(F)(F)F)ccc1N1CCOCC1)c1ccc(F)cc1,2,10,11,102,2,10,5,-0.1,-2,2
COC(=O)CNC(=O)COC(=O)/C=C/c1cccs1,-6,-2,14,96,-2,19,4,-2.7,10,-1
O=C(CCCC(=O)OCC(=O)c1cccs1)Nc1ccc(F)cc1,-4,1,-9,100,-1,8,-3,2.5,-2,0
O=C(C[n+]1ccc(Cc2ccccc2)cc1)Nc1ccccc1,0,-2,19,99,2,-2,0,-2.6,0,-2
O=C(COC(=O)/C=C/c1ccc2ccccc2n1)NNC(=O)c1ccccc1,0,-3,-5,98,-3,-3,-8,-0.3,5,14
CCOc1ccc(-n2c(SCc3cc(=O)oc4cc(C)c(C(C)C)cc34)nnc2-c2cccnc2)cc1,-7,2,8,99,1,4,-6,-1.6,1,-3
CCc1ccc(OCC(=O)N/N=C(\C)c2ccccc2OC(F)F)cc1,-16,0,0,99,-2,7,-2,2.0,-16,-4
Cc1oc(-c2ccc(Cl)cc2)nc1CSCC(=O)NC1CCN(Cc2ccccc2)CC1,-7,-11,-7,101,0,12,1,-2.2,-5,9
CC(/C=C1\SC(=S)N(NS(=O)(=O)c2ccc(C)cc2)C1=O)=C\c1ccccc1,0,3,2,95,0,22,5,5.4,-7,-1
CCOC(=O)c1cc(-c2ccccc2)sc1NC(=O)c1ccc(OC)c(OC)c1,0,1,-14,90,0,-3,-12,0.7,-4,3
Cc1nn(-c2ccccn2)c2c1C(c1ccncc1)C1=C(CC(C)(C)CC1=O)N2 (configuration not stated),-3,-2,/,97,-4,2,9,-1.3,-9,-3
Cc1ccc(C(=O)NCC2(c3ccccc3)CCCC2)cc1,-1,11,16,98,-1,9,-4,-0.1,0,1
Cc1ccc(S(=O)(=O)N2CCCCC2)cc1NC(=O)c1ccc(Cl)nc1,0,-5,2,88,-4,0,-6,-0.8,-1,-2
NC(=O)C1=C[C@H](c2coc3ccccc3c2=O)C[C@H](OCCCCO)O1,1,5,6,98,1,3,-6,-1.0,0,23*
Cc1ccc(-c2noc(CN(C(=O)C(c3ccccc3)c3ccccc3)C(C)C)n2)cc1,-14,-2,5,89,-7,4,-5,0.2,-17,1

Records above that bear a hit mark in ABHD5 PLIN5 PPI:
structure | TLR9-MyD88 block | HTR2A ag | NCOA2 inhibitor | ABCB6 inh 2 | Glyco luc inh | MC4R antagonist | NOD2-RIPK2 inh | MC4R ag barr | ABHD5 PLIN5 PPI
NC(=O)C1=C[C@H](c2coc3ccccc3c2=O)C[C@H](OCCCCO)O1 | 1 | 5 | 6 | 98 | 1 | 3 | -6 | -1.0 | 23*

(further entries)
Molecule,TLR9-MyD88 block,HTR2A ag,NCOA2 inhibitor,ABCB6 inh 2,Glyco luc inh,MC4R antagonist,NOD2-RIPK2 inh,MC4R ag barr,Cardio protect,ABHD5 PLIN5 PPI
COCCNC(=O)c1cc2cc(Cl)cc(Cl)c2oc1=O,-2,5,-6,99,0,-4,-1,-1.0,0,-6
COc1ccc(CN(C)CCCn2cnc3c(OCc4ccccc4)ncnc32)cc1OC,-2,3,-39,95,-2,4,-13,0.5,15,6
CC1(C)Cc2c(ccc3ccccc23)/C(=C/C(=O)N2CCCCC2)N1,-11,-2,5,94,-3,6,2,-0.2,0,0
COc1cc(/C=N/N2C(=O)c3ccccc3NC2(C)c2cccc([N+](=O)[O-])c2)cc(Br)c1O (configuration not stated),-3,-1,-49,111,2,1,-6,-1.6,10,8
